NPC1 prom act: activates the NPC1 promoter; Huh7 NPC1 promoter luciferase reporter, 24 h; Potency, µM (series often up to 9.22 µM), without a hit: at the top dose activation, actives largely listed as activators; 320,000 compounds, 2.4% hits; AID 485313;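 note: potency is the fitted concentration of half-maximal effect; % of control where 0% means no effect; nearly all actives have a fitted effect of over 60% in size; reporter is driven by a mutant NPC1 promoter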
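NPC1 promoter–luciferase Huh7 cells; 24 h compound; luminescence.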
Rab9 prom act: activates the Rab9 promoter. 320,000 compounds, 2.8% hits. AID 485297. Huh7 Rab9 promoter-luciferase reporter, luminescence, 24 h. Potency, µM (top dose mostly 9.22 µM), for the others: at the highest dose activation, negative = inhibition, usual class: activators; note: potency is the fitted concentration of half-maximal effect; % of control where 0% means no effect; nearly all actives have a fitted effect of over 60% in size
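Steps: seed 1500 Huh7 Rab9-luc cells per well, rest 2 h at 37 °C; add compound in DMSO; incubate 24 h; add luciferase reagent, 10 min ambient; read luminescence.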
Giardia kill: Giardia lamblia killing | Giardia lamblia trophozoite viability | activity change, % at 7.66 µM, hits read low | 340,000 compounds, 0.15% hits | AID 540267; in the data active = activity change below about -80%; inconclusive = between about -30% and that limit;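 note: parasites exposed to compound for two days anaerobically before the ATP read; % is set by controls: 0 for no effect and ±100 for the full control effect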
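Anaerobic 48 hrs incubation at 37 deg C of 100 trophozoites/well with test compounds; ATPLite 1-Step luminescence, 15-30 min RT, reports cellular ATP as viability.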
FLuc counter: counter-screen for miR-21 project: firefly luciferase inhibitors or activators | P08659 | purified FLuc, Km substrates, luminescence inhibition | Potency, µM (titrated, usually from 57.5 µM), inactives show at the top dose activity change, negative = inhibition, most hits filed as inhibitors | 360,000 compounds, 6.9% hits | AID 588342;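 note: potency is the fitted concentration of half-maximal effect; plate controls were vehicle for no effect and reference inhibitor for full effect; nearly all actives have a fitted effect of over 55% in size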
Target sequence (P08659 whole entry, looked up): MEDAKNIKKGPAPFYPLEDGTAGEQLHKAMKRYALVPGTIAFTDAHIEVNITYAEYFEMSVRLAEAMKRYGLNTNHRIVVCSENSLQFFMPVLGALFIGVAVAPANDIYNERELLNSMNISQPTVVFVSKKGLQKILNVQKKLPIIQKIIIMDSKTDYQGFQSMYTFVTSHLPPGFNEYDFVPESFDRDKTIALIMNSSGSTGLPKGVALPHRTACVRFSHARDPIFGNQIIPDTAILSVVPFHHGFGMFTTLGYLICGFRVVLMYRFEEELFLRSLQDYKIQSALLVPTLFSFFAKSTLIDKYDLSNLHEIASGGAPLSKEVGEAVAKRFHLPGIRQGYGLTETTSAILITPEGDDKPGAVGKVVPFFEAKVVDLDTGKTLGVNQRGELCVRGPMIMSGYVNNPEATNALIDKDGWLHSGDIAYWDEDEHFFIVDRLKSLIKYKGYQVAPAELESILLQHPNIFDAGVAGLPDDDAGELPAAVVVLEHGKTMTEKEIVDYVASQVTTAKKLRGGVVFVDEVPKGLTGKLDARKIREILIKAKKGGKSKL
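Purified P. pyralis luciferase, 10 nM final, with Km-level 10 uM D-luciferin and 10 uM ATP in 50 mM Tris acetate pH 7.5, 10 mM Mg acetate, 0.01% Tween-20, 0.05% BSA; 6-point qHTS titration about 60 µM downward; luminescence read.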
Gal4-VP16 FLuc: inhibits Gal4-VP16 luciferase reporter, ROR gamma counter-screen; Drosophila S2 Gal4-VP16 UAS-luciferase, luminescence, 20 h; Potency, µM (titrated, usually from 53.6 µM), for inactives: at the highest dose activity, negative = inhibition, hits mostly inhibitors; 310,000 compounds, 3.5% hits; AID 2546;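 note: Gal4-VP16 expression switched on by copper sulfate through the metallothionein promoter; potency is the fitted concentration of half-maximal effect; % is set by controls: 0 for no effect and ±100 for the full control effect; nearly all actives have a fitted effect of over 50% in size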
ELG1 genotoxic: inducers of genotoxicity in HEK293T ELG1-luciferase cells; AID 504466; HEK293T ELG1-luciferase reporter, luminescence, 16 h; Potency, µM (highest dose often 46 µM), inactives show at the top dose activity change, positive = activation, usual class: activators; 330,000 compounds, 1.3% hits; note: potency is the fitted concentration of half-maximal effect; % of control where 0% means no effect; nearly all actives have a fitted effect of over 60% in size
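Reporter readout depends on ELG1 protein level, which increases with genetic stress. After 16 hr compound exposure at 37 °C, luciferase activity was quantified using ONE-Glo.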
p53 reactivator: restores transcriptional activity of mutant p53; 320,000 compounds, 0.063% hits; Potency, µM (highest dose often 92.2 µM), inactives show at the top dose activity change, positive = activation, most hits filed as activators; AID 504706; H1299 p53-A138V BP100-luciferase reporter, luminescence, 24 h; note: potency is the fitted concentration of half-maximal effect; % of control where 0% means no effect; nearly all actives have a fitted effect of over 45% in size
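H1299 (p53-null), stable ts p53-A138V + BP100-Luc; 1000 cells/well, Opti-MEM/10% FBS; cpd 4 pt, 1:5; 24 h, 37 deg C, 5% CO2; detection reagent 10 min RT; luminescence.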
BRCA1 expr act: increases BRCA1 expression; MCF7-BRCA1-FFLuc reporter, luminescence, 48 h; response scale: scaled: vehicle 0%, 10 µM genistein 100%; Potency, µM (top dose mostly 46.1 µM), for the others: top-dose activation, hits mostly activators; 380,000 compounds, 1.1% hits; note: potency is the fitted concentration of half-maximal effect; nearly all actives have a fitted effect of over 80% in size; some results filed as inactive show a strong effect at the top dose
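MCF7-BRCA1-FFLuc cells, 2000/well in phenol-red-free MEM, attached 2 h then treated 48 h at 37 C. Luciferase luminescence read 15 min after reagent; normalized to genistein maximum activation (10microM) and DMSO, concentration-response fitted.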
PKM2 act: activators of human pyruvate kinase M2. 260,000 compounds, 0.34% hits. AID 1631. purified PKM2, Kinase-Glo ATP luminescence, activation; response scale: 0% is enzyme alone, no compound. P14618. Potency, µM (top dose mostly 57.5 µM), without a hit: at the top dose activation, hits mostly activators; note: potency is the fitted concentration of half-maximal effect; % is set by controls: 0 for no effect and ±100 for the full control effect; nearly all actives have a fitted effect of over 55% in size
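Purified hPK-M2 (>95% pure) converted ADP (0.1 mM final) to ATP with 0.5 mM PEP in 50 mM imidazole pH7.2, KCl, MgCl2, Tween 20, BSA; 1 h at room temperature. ATP detected by Kinase-Glo luminescence.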
RORgamma inh: blocks mouse ROR gamma transcriptional activity. Drosophila S2 Gal4-RORgamma UAS-luciferase reporter, 20 h. Potency, µM (titrated, usually from 53.6 µM), for the others: top-dose activity change, negative = inhibition, actives largely listed as inhibitors. 310,000 compounds, 5.4% hits. AID 2551; note: potency is the fitted concentration of half-maximal effect; % is set by controls: 0 for no effect and ±100 for the full control effect; nearly all actives have a fitted effect of over 60% in size
Target sequence (P51450 whole entry, looked up, the tested form may be a part): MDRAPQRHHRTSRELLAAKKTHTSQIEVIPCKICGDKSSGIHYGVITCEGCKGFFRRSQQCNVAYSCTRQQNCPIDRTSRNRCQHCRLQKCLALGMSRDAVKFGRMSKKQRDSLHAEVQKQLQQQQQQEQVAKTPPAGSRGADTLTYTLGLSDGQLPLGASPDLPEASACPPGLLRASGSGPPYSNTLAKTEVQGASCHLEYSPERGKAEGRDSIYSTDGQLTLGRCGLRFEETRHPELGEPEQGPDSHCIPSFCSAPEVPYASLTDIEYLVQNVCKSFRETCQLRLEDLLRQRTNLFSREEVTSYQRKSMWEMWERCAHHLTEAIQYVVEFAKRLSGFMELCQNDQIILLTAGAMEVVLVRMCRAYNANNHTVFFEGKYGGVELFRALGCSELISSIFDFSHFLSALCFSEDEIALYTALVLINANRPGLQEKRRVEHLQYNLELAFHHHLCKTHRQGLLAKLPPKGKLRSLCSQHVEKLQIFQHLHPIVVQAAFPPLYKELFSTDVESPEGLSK
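Drosophila S2 cells stably expressing Gal4-DBD/mouse RORγ fusion under metallothionein promoter plus UAS-luciferase; compound 1 h, then 700 uM CuSO4 induction for 20 h at ambient temperature; inhibition read as reduced luminescence.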
Menin MLL FP TR: menin-MLL binding inhibition, Texas Red mutant peptide | O00255 | 270,000 compounds, 0.23% hits | AID 1768 | Menin + Texas Red MLL mutant peptide, fluorescence polarization | Potency, µM (doses to about 61.6 µM), for the others: at the top dose FP activity change, negative = inhibition, usual class: inhibitors; active = well fitted inhibition curve with a large enough effect in the polarisation, with a control signal flat, not every such curve was filed as active; inconclusive = small, poorly fitted or top-dose-only effect, or effect the other way, or a change in a side signal; inactive = no such curve, though single readings can be large or run the other way; the % refers to the polarisation; note: potency is the fitted concentration of half-maximal effect; % of control where 0% means no effect; many of its hits are not listed in these tables
* marks the source's active call; other numbers are inactive results; ? = inconclusive; . = not tested or not shown; & = joins results of further samples; [ ] = another dose, or the depositor's remark. Unless noted, calls come from the whole dose curve; as a rule, active = well fitted curve in the direction sought with a large enough effect; inconclusive = small, poorly fitted or top-dose-only effect, or another doubt; inactive = no such curve, though single readings can be large; an effect the other way counts as inactive or inconclusive.

SMILES	NPC1 prom act	Rab9 prom act	Giardia kill	FLuc counter	Gal4-VP16 FLuc	ELG1 genotoxic	p53 reactivator	BRCA1 expr act	PKM2 act	RORgamma inh	Menin MLL FP TR
O=C(CN1CCOCC1)Nc1c(Cl)cc(Cl)cc1Cl	-1%	1%	0	-1%	-6%	-2%	1%	24%	-1%	-15%	-1%
CCCCC(=O)Nc1c2c(nn1-c1cccc(C)c1C)CS(=O)(=O)C2	-3%	-2%	-10	0%	1%	0%	0%	-15%	.	10%	1%
COc1ccc(S(=O)(=O)Cc2ccc(C(=O)NCc3ccccn3)o2)cc1	-5%	-9%	3	8%	11%	5%	3%	-14%	-3%	10%	3%
OCCc1ccc(-c2ccc(Cl)cc2)o1	-13%	21%	-17	-2%[2.3 µM]	10%	?	20%	?	4%	16%	12%
CC1CCN(C(=O)CSc2nc3c(cnn3-c3ccccc3)c(=O)[nH]2)CC1	3%	-1%	-16	1%	4%	1%	0%	-4%	-9%	10%	-3%[11.7 µM]
O=C(CCC(=O)c1ccccc1)Nc1cccnc1	3%	4%	0	-7%	1%	1%	1%	0%	2%	-14%	-2%
C/C(=N\NC(=O)Cn1c(C)nc2ccccc21)c1cccs1	-2%	-7%	-12	1%	-29%	0%	-8%	-32%	-3%	?	-15%
CCOC(=O)N1CCN(CCC(=O)Nc2ccccc2)CC1	-1%	0%	-18	2%	-13%	1%	13%	2%	0%	4%	-11%
Cc1cc(=O)[nH]c(N2CCCNCC2)n1	5%	6%	6	1%	-1%	-6%	.	0%	0%	14%	0%
Cc1cc(C)c2nc(N3CCCN(C(=O)c4ccco4)CC3)c(C#N)cc2c1	6%	1%	5	?	?	2%	13%	0%[1.84 µM]	16%	?	0%
COc1ccc(Cl)cc1C(=O)Nn1c(C)nc2ccccc2c1=O	-4%	-1%	-5	-1%	-7%	-2%	4%	11%	1%	5%	-4%
O=C(NNC(=O)c1ccc([N+](=O)[O-])o1)c1ccccc1	2%	15%	-98*	-22%	18µM*	-4%	-23%	-48%	-12%	11µM*	1%
COc1ccc(Br)cc1CN(C)C(=O)c1ccc2c(c1)NC(=O)C(C)S2 (configuration not stated)	-3%	-7%	-14	-5%	-3%	1%	-6%	-18%	10%	35%	?
Cc1cccc(N2CCN(C(=O)c3cccc(N4CCCC4=O)c3)CC2)c1C	-3%	-5%	-30	4%	-1%	-10%	7%	-29%	.	30%	.
Cc1oc(-c2ccc(F)cc2)nc1CN(Cc1ccccn1)CC1CCCO1 (configuration not stated)	0%	-9%	-4	5%	5%	-3%	0%	18%	0%	-35%	-12%
Cc1onc(-c2ccccc2Cl)c1C(=O)NCCCN1CCOCC1	4%	12%	-1	3%	3%	3%	-3%	3%	1%	-6%	5%
Cc1ccccc1S(=O)(=O)Oc1ccccc1C(=O)Oc1ccccc1	-2%	3%	1	3%	-1%	0%	0%	-28%	-1%	-5%	-2%
Cc1cc(C(C)(C)C)oc1C(=O)N(CC(=O)NC1CCCC1)Cc1ccccc1Cl	-2%	18%	-14	11%	?	-12%	-7%	-37%	-1%	-34%	-18%
Cc1cc(C(C)(C)C)oc1C(=O)N(CC(=O)NC1CCCC1)c1c(C)cccc1C	1%	-7%	-5	-1%	-5%[0.365 µM]	?	-9%	-70%	-5%	-27%	?
COc1ccc(OCC(=O)NS(=O)(=O)c2ccccc2)cc1	1%	0%	3	-2%	-1%	-3%	-1%	-3%	2%	-32%	-1%
O=S(=O)(c1ccccc1)c1cnn(-c2ccccc2)c1-c1ccc(F)cc1	-3%	-3%	4	1%	-9%	-12%	-28%	4%[1.84 µM]	-2%	17%	20%
Cc1cc(N/C=C\C(=O)c2ccc(Cl)c(Cl)c2)no1	2.5µM*	2.8µM*	-5	?	-4%	?	?	?	8%	24%	-21%
FC(F)Sc1ccc(NC(=S)NCc2ccccc2)cc1	-1%	-1%	-8	?	?	-4%	3%	-44%	-1%	11µM*	?
O=C(O)c1ccc(Cn2cnc3cccnc32)cc1	3%	0%	-29	2%&-5%	-12%	-3%	-3%	11%&7%	.	16%	?
CC1CN(C(=O)COC(=O)c2ccc(N)c([N+](=O)[O-])c2)CC(C)O1 (configuration not stated)	-2%	0%	-6	-2%	-8%	-1%	16%	22%	-1%	16%	8%

(further entries)
SMILES	NPC1 prom act	Rab9 prom act	Giardia kill	FLuc counter	Gal4-VP16 FLuc	ELG1 genotoxic	p53 reactivator	BRCA1 expr act	PKM2 act	RORgamma inh	Menin MLL FP TR
Cc1nnc(NC(=O)CSc2ccccc2N)s1	4%	10%	19	2%	-6%	4%	.	-8%	4%[11.5 µM]	-10%	10%
C/C(=N/NC(=O)c1nnn(-c2nonc2N)c1-c1ccccc1)c1ccncc1	-4%	-2%	-15	0%	-23%	1%	-6%	0%	-6%	-4%	-3%
COc1ccc(S(=O)(=O)Nc2cccc(C(C)=O)c2)cc1Br	-5%	0%	0	-11%	-4%[10 µM]	-3%	-5%	11%	9%	39%	17%
Cc1ccc(S(=O)(=O)Nc2ccccc2F)cc1C(=O)NCCCN1CCCC1=O	-1%	4%	-12	-3%	5%	-12%	1%	3%	-4%	-2%	0%
O=C1[C@H]2[C@@H](c3ccc(Cl)cc3)N3C(=O)N(c4cccc(F)c4)C(=O)[C@@]3(Cc3ccccc3)[C@H]2C(=O)N1C1CCCCC1	-3%	-11%	-15	-2%	.	0%	-1%	-22%	.	.	.
Cn1c(=O)c2c(nc(Cl)n2CC(=O)NC2(C#N)CCCCC2)n(C)c1=O	6%	4%	10	9%	.	-9%	1%	18%	.	.	.
COc1ccc(N2CC(C(=O)NCCS(=O)(=O)N3CCN(c4ccccc4)CC3)CC2=O)cc1 (configuration not stated)	-4%	2%	-23	-1%&-2%	-4%	-2%[9.26 µM]	2%	8%	.	-11%	25%
O=C(OC1CCCCC1)c1cc2ccccc2oc1=O	?	?	-15	7.6µM*	16%	?	?	?	.	?	?
Cc1ccc(C(=O)C(C)OC(=O)Cc2n[nH]c(=O)c3ccccc23)cc1 (configuration not stated)	-20%	-2%	-6	2%	.	2%	-4%	-70%	.	.	.
CC(NC(=O)c1ccco1)c1ccc(-n2ccnc2)cc1 (configuration not stated)	0%	0%	5	0%	.	1%	3%	15%	.	.	.
CCN(CC)C(=S)SCC(=O)Nc1ccc(S(N)(=O)=O)cc1	-2%	14%	-27	-1%	18%	-1%	0%	0%	3%	4%	-8%
C#CCNC(=O)C1=C[C@@H](C2CC2)C[C@@H](OCc2ccc(CO)cc2)O1	1%	2%	11	0%	4%	-3%	-1%	-9%	-3%	35%	-6%
CCCOC(=O)C1=C(C)NC2=C(C(=O)CC(C)(C)C2)C1c1cccnc1 (configuration not stated)	-1%	-5%	-3	4%	-2%	0%	-12%	-18%	-3%	11%	8%
O=C(C1=C[C@H](c2ccc3c(c2)OCO3)C[C@H](OCc2ccc(CO)cc2)O1)N1CCOCC1	-2%	2%	-13	-1%	-2%	1%	-4%	0%	-2%	1%	-2%
COc1cccc(C(C(=O)NC(C)(C)C)N(C(=O)CCC(=O)Nc2cc(C)on2)C(C)C)c1OC (configuration not stated)	2%	-2%	-23	1%	-5%	3%	0%	-12%	-10%	9%	?
CCC(C(=O)O/N=C(\N)c1cccc(C)c1)c1ccccc1 (configuration not stated)	15%	9%	7	?	-6%	25%	27%	50%	-3%	-31%	0%
Cc1ccc(C2CC(=O)c3cnc(N4CC(C)CC(C)C4)nc3C2)cc1 (configuration not stated)	13%	2%	.	-1%	-1%	-3%	-2%	.	-2%	-16%	-2%
O=C(O)CSCC(=O)N1CCN(c2ccnc3cc(Cl)ccc23)CC1	0%	1%	1	0%	4%	6%	5%	2%	.	-3%	-4%
CN1C(=O)C(C)(C)c2cc(S(=O)(=O)N3CCCC3C(=O)NCc3ccccc3Cl)ccc21 (configuration not stated)	-1%	-4%	2	-5%	-1%	-2%	26%	-10%	-14%	-37%	-2%
Cc1nc(NC(=O)c2ccccc2[N+](=O)[O-])sc1C(=O)N(C)C	1%	-3%	3	2%	9%	3%	-7%	-18%	3%	9%	-3%
CC(C)C(c1nnnn1Cc1ccc2c(c1)OCO2)N1CCN(C)CC1 (configuration not stated)	1%	2%	-26	0%	-6%	2%	0%	0%	-8%	-18%	4%
CCN(CC(=O)Nc1ccc2c(c1)OCCO2)C(=O)CN1C(=O)NC(C)(c2ccc(C)cc2)C1=O (configuration not stated)	-4%	1%	8	4%	.	-1%	-3%	3%	.	.	.
N#CC(Nc1ccccc1)c1ccccc1OCc1ccccc1 (configuration not stated)	2%	-4%	3	-2%	-2%	11%	24%	3%	4%	15%	.
Fc1ccc(-[n+]2nc(Nc3ccccc3)sc2-c2c(Cl)cccc2Cl)cc1	-1%	-3%	-21	-14%	0%	-10%	9%	-69%	-5%	-37%	?

These rows are one share of the data. The share of hits here may be higher or lower than overall.
